Assay outcomes as filed in PubChem BioAssay.
RGS4 act = RGS4 potentiation or activation. hit rate 0.92% among 310,000. HEK293 M3R/inducible RGS4, carbachol calcium flux Fluo4; hits give low values. B-score at 10 µM;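 active = B-score of the integrated calcium signal more than 4 SD below the library mean, with starting fluorescence not abnormally high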;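 also: negative B-score means reduced calcium response which marks RGS4 activation or potentiation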
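Test system: HEK293 cells with stable M3R and inducible RGS4; also added: carbachol at ECmax as muscarinic agonist stimulus; schedule: dye loading 30 min 37 °C, buffer rest 30 min RT; technique: kinetic calcium fluorescence imaging with Fluo4-AM dye, 2 µM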
KCNK3 inh = human KCNK3 channel inhibition, primary screen | CHO-KCNK3 thallium flux, FluxOR fluorescence; hits give low values | B-score at 10 µM | hit rate 0.84% among 340,000;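 active = B-score under library mean minus 4 SD, starting fluorescence ratio at most library mean plus 5 SD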;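 also: more negative B-score means stronger inhibition of thallium flux through KCNK3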
PolyA inh = blocks polyadenylation in yeast reporter cells | S. cerevisiae SKY197-pL101 polyadenylation reporter, beta-gal luminescence; efflux-impaired pdr1/pdr3 knockout yeast; score 100 = 6 SD above DMSO | calls only at 12 µM | hit rate 0.02% among 300,000;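 active = lowest replicate activity score at least 50, where 100 means six control SD above control mean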;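 also: yeast exposed to compound for 9 h at 30 °C; higher score means more reporter readthrough which indicates perturbed polyadenylation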
KCNK9 block = inhibitors of human KCNK9 two-pore domain potassium channel. Q9NPC2. HEK293 KCNK9, FluxOR thallium flux fluorescence; hits give low values. B-score at 10 µM. hit rate 1.2% among 310,000;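 active = ratio B-score over 3 SD below the library mean, with starting fluorescence within 5 SD of its mean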;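 also: negative B-score means less thallium flux so channel inhibition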
GSK3A inh = inhibitors of human GSK-3 alpha kinase. inhibition, % at 10 µM. hit rate 0.1% among 320,000. ADP-Glo luminescence, 60 min;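 in the data active = inhibition above about 50%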;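 also: GST-tagged GSK-3 alpha with peptide substrate and 25 µM ATP; 0% = DMSO neutral wells and 100% = GW8510 positive control wells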
Target sequence (P49840 whole entry, looked up): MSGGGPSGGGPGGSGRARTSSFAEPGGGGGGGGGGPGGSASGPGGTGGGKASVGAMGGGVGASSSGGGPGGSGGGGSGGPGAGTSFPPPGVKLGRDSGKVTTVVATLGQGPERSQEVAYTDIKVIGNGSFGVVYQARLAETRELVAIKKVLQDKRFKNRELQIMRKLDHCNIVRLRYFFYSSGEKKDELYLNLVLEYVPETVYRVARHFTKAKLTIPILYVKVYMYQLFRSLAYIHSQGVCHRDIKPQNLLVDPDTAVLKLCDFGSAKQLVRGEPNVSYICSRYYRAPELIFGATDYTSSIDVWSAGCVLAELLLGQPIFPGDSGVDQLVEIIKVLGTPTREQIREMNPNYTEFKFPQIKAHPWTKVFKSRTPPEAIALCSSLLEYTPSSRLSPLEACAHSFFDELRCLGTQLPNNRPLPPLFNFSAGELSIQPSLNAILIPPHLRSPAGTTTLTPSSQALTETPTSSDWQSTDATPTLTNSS
hERG rescue = compounds protecting human hERG from proarrhythmic drug block; CHO-hERG, FluxOR thallium flux, dofetilide IC70 present; Q12809; activation (rescue from dofetilide block), less the hit threshold, % at 10 µM; AID 1511; hit rate 0.51% among 310,000;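 active = activation above the mean of controls blocked by dofetilide plus 5 SD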;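 also: thallium influx through hERG after potassium depolarization seen as dye fluorescence rise; in these data hits start at about 4.7%; inactives centre near -7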
KCNQ1 pot = potentiates or activates the human KCNQ1 potassium channel; P51787; CHO-K1 KCNQ1, thallium flux FluxOR fluorescence; hits give high values; B-score at 10 µM; hit rate 0.35% among 310,000;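 active = fluorescence ratio B-score, a plate-corrected score, at least three library SD, with initial intensity B-score within 5 SD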
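Doses: Single concentration per compound, DMSO matched to controls | Test system: KCNQ1-transfected CHO-K1 cells | Timing: 90 min dye loading and 20 min compound exposure, both at room temperature | Measured by: Kinetic FluxOR thallium fluorescence, 10-s 1-Hz baseline, 110-s post-stimulus read | Medium: Assay buffer with matched DMSO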
KCNQ1 block = blocks the human KCNQ1 potassium channel | hit rate 1.3% among 310,000 | CHO-K1 KCNQ1, FluxOR thallium flux fluorescence; hits give high values | P51787 | B-score at 10 µM | AID 2642;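 active = compounds whose thallium flux B-score, printed positive for inhibition, exceeds three library SD while starting fluorescence stays within three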;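 also: channel opened by potassium depolarization with thallium stimulus after 20 min compound exposure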
GSK3beta inhib = inhibitors of human GSK3beta kinase; P49841; GST-GSK3beta kinase, ADP-Glo luminescence, 60 min; hits give low values; activity score (negative = inhibition), % at 10 µM; hit rate 0.038% among 300,000;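 active = more than half of replicate wells score below -50%, meaning over 50% inhibition versus plate controls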;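 also: 0% = median DMSO wells and -100% = median GW8510 positive control wells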
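Test system – GST-tagged human GSK3beta kinase, cell-free · Incubation – 60 min enzyme reaction, room temperature · Signal – ADP-Glo luminescence · Also added – peptide substrate and ATP at 25 µM · Controls – DMSO neutral wells and GW8510 at 20 µM as positive · Buffer or medium – Tris/MgCl2 kinase buffer · Measure – Luminescence-derived activity versus plate DMSO and GW8510 wells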
Dyrk1A ADPGlo = inhibitors of rat Dyrk1A kinase; AID 504441; ADP-Glo luminescence, NFATc1 peptide; inhibition, % at 12.5 µM; Q63470; hit rate 0.43% among 310,000; in the data active = inhibition above about 50%;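 also: plate controls were vehicle with enzyme for no effect and no enzyme for full effect; many of its hits are not listed in these tables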
HDAC3 inh = human HDAC3 inhibition. O15379. recombinant HDAC3, fluorogenic peptide/trypsin coupled, fluorescence. inhibition, % at 8.3 µM. hit rate 0.15% among 320,000. AID 2718; in the data active = inhibition above about 26%, passing the limit was not always enough
Target sequence (O15379 whole entry, looked up): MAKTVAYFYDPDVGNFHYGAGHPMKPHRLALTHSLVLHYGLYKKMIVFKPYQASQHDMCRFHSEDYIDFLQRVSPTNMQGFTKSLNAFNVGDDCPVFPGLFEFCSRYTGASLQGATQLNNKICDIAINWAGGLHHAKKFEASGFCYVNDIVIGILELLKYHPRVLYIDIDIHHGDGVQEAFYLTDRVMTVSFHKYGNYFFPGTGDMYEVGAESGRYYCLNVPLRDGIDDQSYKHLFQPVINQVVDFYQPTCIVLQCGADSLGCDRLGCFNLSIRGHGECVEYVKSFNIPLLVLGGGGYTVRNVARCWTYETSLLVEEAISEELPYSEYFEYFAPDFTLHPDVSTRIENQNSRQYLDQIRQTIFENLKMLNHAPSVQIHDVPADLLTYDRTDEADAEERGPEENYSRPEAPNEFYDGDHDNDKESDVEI
Active calls of the source: *; i = inactive; x = not tested or not shown.

entry	molecule	KCNK3 inh	Dyrk1A ADPGlo	KCNQ1 block	PolyA inh	RGS4 act	KCNQ1 pot	hERG rescue	KCNK9 block	GSK3A inh	GSK3beta inhib	HDAC3 inh
1	O=C1CCCN1c1ccc(CNS(=O)(=O)c2ccc(F)cc2)cc1	i	-4	i	i	i	i	-6	i	1	-5	-5
2	O=C(Cn1cc(C(=O)C2CC2)c2ccccc21)NCc1ccc2c(c1)OCO2	i	0	i	i	i	i	-8	i	-7	1	-3
3	CCc1cccc(C)c1NC(=O)CSc1nnc(C)o1	i	-3	i	i	i	i	-12	i	-1	0	3
4	Cn1cc(-c2cccc(C(F)(F)F)c2)cc(C#N)c1=O	i	-2	i	i	i	i	-9	i	-3	1	-15
5	COc1cc(O)ccc1C(=O)CCc1ccc(O)cc1	i	29	i	i	i	i	-1	i	15	-14	2
6	Cc1sc(NC(=O)c2ccco2)c(CN2CCN(c3ccc(F)cc3)CC2)c1C	-10*	5	i	i	i	i	-11	-15*	-3	3	-5
7	COc1ccccc1NC(=O)Nc1cc(C(C)(C)C)nn1C	i	x	i	i	i	i	-4	i	0	3	2
8	CC(=O)c1cccc(N2C(=NC(=O)COc3ccccc3)SC3CS(=O)(=O)CC32)c1 (centres undefined)	i	-1	i	i	i	i	-1	i	-1	0	-1

(further entries)
entry	molecule	KCNK3 inh	Dyrk1A ADPGlo	KCNQ1 block	PolyA inh	RGS4 act	KCNQ1 pot	hERG rescue	KCNK9 block	GSK3A inh	GSK3beta inhib	HDAC3 inh
9	CCOC(=O)C1=C(CC)Nc2ccccc2N=C1NC(=O)c1ccc(S(=O)(=O)N2CCCC2)cc1	i	-3	i	i	i	i	-17	i	-2	-4	7
10	CCn1c(SCC(=O)Nc2nccs2)nnc1-c1ccccn1	i	-5	i	i	i	i	-11	i	1	3	2
11	NC1=NC[C@H](Cc2ccc(O)cc2)N1CCCCC1CCCCC1	i	x	i	i	i	i	-25	i	7	-2	8
12	COc1ccc(OC)c(S(=O)(=O)N2CCC(C(=O)NC(C)c3ccccc3)CC2)c1 (centres undefined)	i	0	i	i	i	i	-14	i	-1	-3	2
13	O=C(O)c1cc2c(cc1NC(=O)c1c(F)cccc1Cl)OCCCO2	i	5	i	i	i	i	-1	i	-3	-2	-1
14	O=S(=O)(Nc1nc2ccccc2[nH]1)c1ccc(Cl)cc1	i	5	i	i	-9.4*	i	-10	i	-1	0	3
15	CC(NC(=O)/C(C#N)=C1\N=C(NC(=O)c2ccco2)c2ccccc21)c1ccccc1 (centres undefined)	i	x	i	i	i	i	-2	i	-2	-1	0
16	CCCOc1ccc(N2CC(C(=O)Nc3ccc4c(c3)OCO4)CC2=O)cc1 (centres undefined)	i	-3	i	i	i	i	-3	i	-3	3	1

Remaining list, next part:
entry	molecule	KCNK3 inh	Dyrk1A ADPGlo	KCNQ1 block	PolyA inh	RGS4 act	KCNQ1 pot	hERG rescue	KCNK9 block	GSK3A inh	GSK3beta inhib	HDAC3 inh
17	C=CCn1c(CCn2c3ccccc3c3ccccc32)n[nH]c1=S	i	0	i	i	i	i	-4	i	0	-3	6
18	Cc1nc(P(=O)(c2ccccc2)c2ccccc2)c(N2CCOCC2)o1	i	-5	i	i	i	i	-12	i	-3	0	4
19	CN(C)/C=C1\C(=O)Oc2ccccc2C1=O	i	x	i	i	i	i	-5	i	0	-4	-2
20	O=C(Cc1ccc(NC2=NC3CS(=O)(=O)CC3S2)cc1)Nc1ccc(F)cc1 (centres undefined)	i	0	i	i	i	i	-9	i	-2	0	0
21	CN1C(=O)CC(N2CCN(C(=O)CN3CCCC3)CC2)C1=O (centres undefined)	i	-4	i	i	i	i	-14	i	1	-2	-1
22	Cc1ccc(NC(=O)COC(=O)c2cc(C)nc3ccccc23)c([N+](=O)[O-])c1	i	0	i	i	i	i	-9	i	-3	2	-6
23	COc1cc2c(cc1OC)CN(CC(=O)Nc1cccc([N+](=O)[O-])c1)CC2	i	2	i	i	i	i	-10	i	-1	-1	4
24	CC1(C(=O)N/N=C/c2c(F)c(F)c(F)c(F)c2F)CC1(Cl)Cl (centres undefined)	i	8	i	i	i	i	-12	i	-4	-1	10

New compounds follow.
entry	molecule	KCNK3 inh	Dyrk1A ADPGlo	KCNQ1 block	PolyA inh	RGS4 act	KCNQ1 pot	hERG rescue	KCNK9 block	GSK3A inh	GSK3beta inhib	HDAC3 inh
25	Nc1nonc1-n1nnc(C(=O)N/N=C\c2cccc(Cl)c2)c1CN1CCOCC1	i	3	i	x	i	i	-9	i	16	x	5
26	COc1ccc(-c2nc(CSCC(=O)NCc3ccco3)c(C)o2)cc1	i	2	i	i	i	i	-14	i	x	3	4
27	Cc1cccc(NC(=O)c2nc[nH]c2C(=O)N[C@@H](Cc2ccccc2)C(=O)OC(C)(C)C)c1	i	1	i	i	i	i	0	i	-1	1	-5
28	CCOCCCNC(=O)C(c1ccc(OC)cc1)N(Cc1ccc2c(c1)OCO2)C(=O)c1ccccc1O (centres undefined)	i	-7	i	i	i	i	-5	i	-1	0	0
29	CCNC(=S)N1CCNC(=O)C1CC(=O)OC (centres undefined)	i	1	i	i	i	i	-8	i	x	0	-2
30	Cc1occc1C(=O)NNC(=O)Nc1ccc(Cl)c(Cl)c1	i	-9	i	i	i	i	-9	i	-3	-7	-1
31	COc1cccc(-n2c(SC)nnc2-c2c[nH]c3ccccc23)c1	i	2	i	i	i	i	-8	i	-1	3	0
32	COc1ccc(CCN(C)C(=O)c2cncc(Br)c2)cc1OC	i	-3	i	i	i	i	-6	i	1	1	-2

Next section:
entry	molecule	KCNK3 inh	Dyrk1A ADPGlo	KCNQ1 block	PolyA inh	RGS4 act	KCNQ1 pot	hERG rescue	KCNK9 block	GSK3A inh	GSK3beta inhib	HDAC3 inh
33	Cc1ccc(-c2nc3ncccn3c2Nc2ccc3c(c2)OCCO3)cc1	i	-3	i	i	i	i	-9	i	-1	-3	-1
34	CN(C)C(CNC(=O)c1ccc(S(=O)(=O)NCc2ccco2)cc1)c1ccccc1 (centres undefined)	i	-5	i	i	i	i	-11	i	-2	0	-1
35	O=[N+]([O-])c1cc(C(F)(F)F)ccc1NCCc1ccccn1	i	4	i	i	i	i	-3	i	4	-7	5
36	Cc1cccc(N2CCN(C(=O)COCc3cc(-c4ccc5c(c4)OCO5)on3)CC2)c1C	i	1	i	i	i	i	-11	i	-3	2	-1
37	Cn1c(SCCCC(=O)c2ccc(Br)cc2)nnc1-c1ccncc1	i	3	i	i	i	i	-7	i	-37	1	6
38	CCOC(=O)c1ccc(NC(=O)c2cc(C)nn2-c2ccccc2)cc1	i	4	i	i	i	i	-11	i	0	0	6
39	O=C(COc1ncnc2ccccc12)NCCC1=CCCCC1	i	7	i	i	i	i	-9	i	1	0	0
40	COc1ccc(C2=NO[C@@H]3C(=O)N(c4ccc5c(c4)OCCO5)C(=O)[C@H]23)cc1OC	i	0	i	i	i	i	-14	i	1	-1	-10

Next structures
entry	molecule	KCNK3 inh	Dyrk1A ADPGlo	KCNQ1 block	PolyA inh	RGS4 act	KCNQ1 pot	hERG rescue	KCNK9 block	GSK3A inh	GSK3beta inhib	HDAC3 inh
41	CCn1c(=S)[nH]c2sc3c(c2c1=O)CCCC3	i	4	i	i	i	35*	16*	i	1	1	-3
42	O=C(NC1CCN(Cc2ccc(Cl)c(Cl)c2)CC1)c1ccccc1	i	-1	i	i	i	i	-3	i	-1	-2	3
43	CCN(CC)c1ccc(NC(=O)c2cc3ccccc3o2)c(C)c1	i	0	i	i	i	i	-5	i	-3	0	-1
44	CCc1ccc(-c2nc(SCC(=O)N3CCOCC3)n[nH]2)cc1	i	-7	i	i	i	i	10*	i	-1	3	0
45	CC/C(=N\NC(=O)c1c(C)nc2ccccn12)c1ccc(Cl)cc1	i	1	i	i	i	i	-15	i	-2	0	-3
46	C=CCCC(=O)Nc1ccc(Br)cn1	i	2	i	i	i	i	-7	i	-1	2	6
47	Cc1occc1C(=O)N1CCCC(N2CCN(c3ccccc3F)CC2)C1 (centres undefined)	i	-9	i	i	i	i	-7	i	0	3	-6
48	Cc1ccc(NC(=O)C2CC(O)CN2C(=O)Oc2ccccc2)c(C)c1 (centres undefined)	i	-2	i	i	i	i	-9	i	1	1	3

(further entries)
entry	molecule	KCNK3 inh	Dyrk1A ADPGlo	KCNQ1 block	PolyA inh	RGS4 act	KCNQ1 pot	hERG rescue	KCNK9 block	GSK3A inh	GSK3beta inhib	HDAC3 inh
49	CN1CCN(C(=O)Nc2cccc(-c3ccccc3)c2)CC1	i	-3	i	i	i	i	-10	i	0	0	2
50	CCOC(=O)CSc1nc2cc(OCC)ccc2cc1C#N	i	3	i	i	i	i	-15	i	-1	0	-1
51	O=C(CNC(=O)c1ccc(-c2ccccc2)cc1)OCc1ccc(Br)cc1	i	1	i	i	i	i	-4	i	x	3	x
52	COc1cc(-n2nnnc2SC)c(OC)cc1Cl	i	-7	i	i	i	i	2	i	-2	-1	x
53	CC(Cc1ccccc1)N1C(=O)c2cccc([N+](=O)[O-])c2C1=O (centres undefined)	i	1	i	i	i	i	-2	i	0	3	-1
54	CC(NC(=O)Cn1nc(C(=O)O)c2ccccc2c1=O)C12CC3CC(CC(C3)C1)C2 (centres undefined)	i	-1	i	i	i	i	-15	i	0	0	3
55	Cc1nc(Nc2c(Cl)cccc2Cl)sc1C(=O)Nc1ccccc1	i	3	i	i	i	i	-7	i	5	-1	15
56	CCN(CC)CCNC(=O)c1ccc(NC(=O)c2cccc(S(=O)(=O)Nc3ccc(C)cc3)c2)cc1	i	-18	i	i	-12*	i	-5	i	3	-3	-4

Going on with the list.
entry	molecule	KCNK3 inh	Dyrk1A ADPGlo	KCNQ1 block	PolyA inh	RGS4 act	KCNQ1 pot	hERG rescue	KCNK9 block	GSK3A inh	GSK3beta inhib	HDAC3 inh
57	CCCc1nnc(SCC(=O)Nc2ccc(Cl)cc2Cl)o1	i	8	i	i	i	i	-4	i	2	-3	0
58	Cc1ccc(OCCSc2ncccn2)c(C)c1	i	x	i	i	i	i	-11	i	x	0	x
59	O=C(CSc1nnc(-c2ccc(S(=O)(=O)N3CCCC3)cc2)o1)NCc1ccccc1	i	-5	i	i	i	i	-6	i	-5	-5	-5
60	Cc1sc2nc(CN3CCOCC3)nc(N3CCOCC3)c2c1C	i	-1	i	i	i	i	-3	i	x	1	3
61	CC(C)N=C1SCC(C)(/C=N/O)S1 (centres undefined)	i	-4	i	i	i	i	-10	i	-1	0	-11
62	CC(C)Cn1cnc2c(=O)oc3ccccc3c21	i	20	i	i	i	i	-3	i	5	-1	-6

An excerpt, so the mix of outcomes need not match the whole.
